TcdB GH inh: TcdB glycohydrolase inhibition | TcdB glycohydrolase enzymatic assay, plate reader | inhibition, % at 9.99 µM | 350,000 compounds, 0.24% hits | AID 652162; in the data active = inhibition above about 10%
Target sequence (P18177 whole entry, looked up): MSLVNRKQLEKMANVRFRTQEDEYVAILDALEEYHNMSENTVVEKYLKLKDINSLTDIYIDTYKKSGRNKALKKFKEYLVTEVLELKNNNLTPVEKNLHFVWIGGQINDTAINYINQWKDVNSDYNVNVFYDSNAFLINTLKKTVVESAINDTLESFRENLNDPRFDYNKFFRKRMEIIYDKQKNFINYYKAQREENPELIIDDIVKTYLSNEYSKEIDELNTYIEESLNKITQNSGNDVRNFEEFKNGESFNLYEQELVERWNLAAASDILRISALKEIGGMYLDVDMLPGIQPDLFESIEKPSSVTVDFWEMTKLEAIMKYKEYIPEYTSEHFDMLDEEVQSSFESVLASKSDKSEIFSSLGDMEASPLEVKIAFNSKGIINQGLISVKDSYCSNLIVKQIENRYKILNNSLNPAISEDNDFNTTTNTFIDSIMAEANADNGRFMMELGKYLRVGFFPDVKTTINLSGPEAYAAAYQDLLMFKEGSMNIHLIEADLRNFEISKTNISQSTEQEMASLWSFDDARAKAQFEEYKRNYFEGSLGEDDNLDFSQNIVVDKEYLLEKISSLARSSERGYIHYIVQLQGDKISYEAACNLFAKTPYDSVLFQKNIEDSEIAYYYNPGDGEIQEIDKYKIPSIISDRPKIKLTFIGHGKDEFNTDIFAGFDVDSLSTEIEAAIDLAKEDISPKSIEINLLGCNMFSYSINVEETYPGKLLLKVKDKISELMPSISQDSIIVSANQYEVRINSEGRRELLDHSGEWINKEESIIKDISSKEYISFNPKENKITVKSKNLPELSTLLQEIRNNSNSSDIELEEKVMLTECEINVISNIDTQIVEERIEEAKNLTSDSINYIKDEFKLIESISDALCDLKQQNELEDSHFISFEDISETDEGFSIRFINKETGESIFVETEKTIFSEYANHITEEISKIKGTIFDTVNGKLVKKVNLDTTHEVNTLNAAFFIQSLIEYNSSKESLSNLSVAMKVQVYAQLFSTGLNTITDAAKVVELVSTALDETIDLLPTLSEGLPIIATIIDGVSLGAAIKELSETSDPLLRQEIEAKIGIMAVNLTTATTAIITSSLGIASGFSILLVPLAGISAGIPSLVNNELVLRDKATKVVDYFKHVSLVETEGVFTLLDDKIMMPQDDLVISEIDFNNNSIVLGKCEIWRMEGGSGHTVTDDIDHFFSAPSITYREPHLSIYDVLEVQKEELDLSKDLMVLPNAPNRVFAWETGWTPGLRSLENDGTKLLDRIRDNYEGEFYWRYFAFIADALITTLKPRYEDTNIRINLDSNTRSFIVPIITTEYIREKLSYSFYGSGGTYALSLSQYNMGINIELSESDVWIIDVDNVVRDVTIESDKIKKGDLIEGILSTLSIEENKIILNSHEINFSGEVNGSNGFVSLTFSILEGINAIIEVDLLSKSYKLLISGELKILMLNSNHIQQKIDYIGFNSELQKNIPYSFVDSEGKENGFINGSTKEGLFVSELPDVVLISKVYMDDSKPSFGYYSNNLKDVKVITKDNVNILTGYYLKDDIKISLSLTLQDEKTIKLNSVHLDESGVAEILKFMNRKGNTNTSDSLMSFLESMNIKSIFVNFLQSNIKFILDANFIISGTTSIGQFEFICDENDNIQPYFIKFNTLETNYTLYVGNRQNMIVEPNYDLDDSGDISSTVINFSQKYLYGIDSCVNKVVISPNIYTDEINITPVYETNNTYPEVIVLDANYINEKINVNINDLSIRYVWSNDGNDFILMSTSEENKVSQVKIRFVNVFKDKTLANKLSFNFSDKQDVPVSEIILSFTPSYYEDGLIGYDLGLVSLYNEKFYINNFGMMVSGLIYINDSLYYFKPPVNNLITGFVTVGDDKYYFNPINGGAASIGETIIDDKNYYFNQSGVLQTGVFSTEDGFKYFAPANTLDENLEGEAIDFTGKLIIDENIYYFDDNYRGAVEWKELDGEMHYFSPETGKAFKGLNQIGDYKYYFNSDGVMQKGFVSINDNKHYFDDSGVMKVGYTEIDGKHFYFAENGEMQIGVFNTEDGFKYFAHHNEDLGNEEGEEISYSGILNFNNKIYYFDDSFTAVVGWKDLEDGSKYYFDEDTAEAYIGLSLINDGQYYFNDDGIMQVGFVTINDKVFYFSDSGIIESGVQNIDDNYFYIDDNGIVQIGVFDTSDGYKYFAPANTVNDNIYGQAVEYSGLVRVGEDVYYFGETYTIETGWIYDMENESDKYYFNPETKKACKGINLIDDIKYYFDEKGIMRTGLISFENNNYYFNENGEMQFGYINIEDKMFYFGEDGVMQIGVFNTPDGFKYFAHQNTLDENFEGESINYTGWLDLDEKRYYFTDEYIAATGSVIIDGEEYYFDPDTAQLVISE
The depositor's hits bear a star.

SMILES | TcdB GH inh
O=C(Nc1ccccc1F)N1[C@H](CO)[C@H]2c3ccccc3NC[C@H]21 | -5.9
O=C(NCC[C@@H]1CC[C@H](NC(=O)C2CC2)[C@@H](CO)O1)c1cnccn1 | -1.5
CNC[C@@H]1Oc2ccc(NC(=O)Nc3ccc(C(F)(F)F)cc3)cc2C(=O)N([C@@H](C)CO)C[C@@H]1C | -1.0
CCCNC(=O)N1CC2(CCN(Cc3cccc(OC)c3)CC2)c2c(n(C)c3cc(OC)ccc23)[C@@H]1CO | 1.4
O=C(C[C@H]1C[C@@H]2c3cc(NC(=O)Nc4ccccc4F)ccc3O[C@@H]2[C@@H](CO)O1)NCc1cc(F)ccc1F | 0.3
CCC(=O)N1[C@H](CO)[C@@H](c2ccccc2)[C@@H]1CN(C)C(=O)c1cccc(F)c1 | -8.3
CO[C@@H]1CN(C)C(=O)c2ccc(NC(=O)C3CC3)cc2OC[C@H](C)N(C(=O)C2CCOCC2)C[C@H]1C | -0.8
C/C=C/c1ccc2c(c1)O[C@@H](CN(C)C(=O)Nc1ccc(F)cc1)[C@@H](C)CN([C@@H](C)CO)S2(=O)=O | -0.5
COCC(=O)N1[C@H](CO)[C@@H](c2ccc(-c3cccnc3)cc2)[C@@H]1C#N | -0.1
CCCNC(=O)C[C@@H]1C[C@@H]2c3cc(NC(=O)Nc4ccc(OC)cc4)ccc3O[C@@H]2[C@@H](CO)O1 | 1.1
C[C@@H]1CCCCO[C@@H](CN(C)Cc2ccc3c(c2)OCO3)[C@H](C)CN([C@@H](C)CO)C(=O)c2cc(NS(C)(=O)=O)ccc2O1 | 0.8
CO[C@H]1CN(C)C(=O)c2cc(NS(=O)(=O)c3ccccc3)ccc2OC[C@H](C)N(Cc2ccccn2)C[C@H]1C | -2.0
Cc1noc(C)c1NC(=O)Nc1ccc2c(c1)C(=O)N([C@H](C)CO)C[C@H](C)[C@H](CN(C)C(=O)NC(C)C)O2 | -0.9
O=C(N[C@@H]1CC[C@@H](CCNC(=O)C2CC2)O[C@@H]1CO)c1ccccn1 | -0.9
C[C@H](CO)N1C[C@H](C)[C@@H](CN(C)Cc2ccc(Oc3ccccc3)cc2)Oc2ccc(NS(=O)(=O)c3ccc(Cl)cc3)cc2CC1=O | -0.7

The final 4 records of the section above lead into the next.
SMILES | TcdB GH inh
CO[C@H]1CN(C)C(=O)c2cc(NS(=O)(=O)c3ccccc3)ccc2OC[C@H](C)N(Cc2ccccn2)C[C@H]1C | -2.0
Cc1noc(C)c1NC(=O)Nc1ccc2c(c1)C(=O)N([C@H](C)CO)C[C@H](C)[C@H](CN(C)C(=O)NC(C)C)O2 | -0.9
O=C(N[C@@H]1CC[C@@H](CCNC(=O)C2CC2)O[C@@H]1CO)c1ccccn1 | -0.9
C[C@H](CO)N1C[C@H](C)[C@@H](CN(C)Cc2ccc(Oc3ccccc3)cc2)Oc2ccc(NS(=O)(=O)c3ccc(Cl)cc3)cc2CC1=O | -0.7
O=C(c1cccnc1)N1C[C@H]2[C@@H](c3ccccc31)[C@@H](CO)N2CC1CCCCC1 | -1.2
C[C@H](CO)N1C[C@H](C)[C@@H](CN(C)C(=O)Cc2ccccc2)Oc2cc(-c3ccccc3)ccc2S1(=O)=O | -0.2
Cc1noc(C)c1NC(=O)N(C)C[C@@H]1Oc2ccc(NS(=O)(=O)c3cn(C)cn3)cc2C(=O)N([C@@H](C)CO)C[C@@H]1C | 0.1
C[C@H](CO)N1C[C@H](C)[C@H](CN(C)C(=O)Nc2ccc3c(c2)OCO3)Oc2ccc(NC(=O)Cn3cnnn3)cc2C1=O | -1.9
C[C@H]1CN([C@@H](C)CO)C(=O)c2cc(NC(=O)C3CC3)ccc2O[C@@H]1CN(C)C | 0.3
O=C(C[C@H]1C[C@H]2c3cc(NC(=O)c4ccc5c(c4)OCO5)ccc3O[C@H]2[C@@H](CO)O1)NCc1cccc(F)c1 | 15*
C[C@@H]1CN([C@@H](C)CO)C(=O)c2cc(Br)cnc2O[C@H]1CN(C)CC1CCCC1 | 0.0
C[C@@H]1CN([C@@H](C)CO)C(=O)c2cc(NC(=O)CCN3CCOCC3)ccc2O[C@H]1CN(C)Cc1ccc2c(c1)OCO2 | -1.6
O=C(CN1CCOCC1)N[C@H]1CC[C@@H](CCNC(=O)C2CCCCC2)O[C@@H]1CO | 0.1
Cc1ccc(S(=O)(=O)Nc2ccc3c(c2)C(=O)N([C@H](C)CO)C[C@H](C)[C@@H](CN(C)C(=O)CCCN(C)C)OCCCC[C@H](C)O3)cc1 | 0.3
C[C@@H]1CN([C@@H](C)CO)C(=O)c2cc(NC(=O)Cn3cnnn3)ccc2O[C@H]1CN(C)CC1CCCCC1 | 0.2
C[C@@H]1CN([C@@H](C)CO)S(=O)(=O)c2ccc(C#CCN(C)C)cc2O[C@H]1CN(C)C(=O)c1ccccc1F | -2.3
O=C(Nc1ccc(F)cc1)N1CC(=O)N2[C@H](CO)[C@H](c3ccc(C4=CCCC4)cc3)[C@H]2C1 | -3.6
C[C@@H]1CCCCO[C@H](CN(C)S(=O)(=O)c2ccc(F)cc2)[C@@H](C)CN([C@@H](C)CO)C(=O)c2cc(NC(=O)Nc3ccc(C(F)(F)F)cc3)ccc2O1 | 0.9
O=C(Cc1cccnc1)N1CC(=O)N2[C@H](CO)[C@H](c3ccc(C#CC4CCCC4)cc3)[C@H]2C1 | -7.2
C[C@H]1[C@@H](c2ccccc2)Oc2c(Cl)cccc2S(=O)(=O)N1C | 2.8
CO[C@@H]1CC[C@H]2CCOc3c(C#N)cccc3C(=O)N(C)C[C@H](c3ccccc3)CC(=O)N(C)C[C@H]1O2 | -0.2
CCCC#Cc1ccc2c(c1)O[C@H](CN(C)C(=O)Nc1ccccc1F)[C@H](C)CN([C@@H](C)CO)S2(=O)=O | -0.1
O=C(Nc1ccc(F)cc1)C(CCc1ccccc1)N1CCN(c2cccc(C(F)(F)F)n2)CC1 (configuration not stated) | 0.8
C[C@@H]1CN([C@@H](C)CO)C(=O)c2cccc(NC(=O)C3CCCCC3)c2O[C@H]1CN(C)Cc1ccncc1 | -0.4
C[C@H]1CN([C@@H](C)CO)C(=O)CCCn2cc(nn2)CO[C@@H]1CN(C)Cc1cccnc1 | -0.4
CC(C)NC(=O)C1(C)CN(S(C)(=O)=O)CC(=O)N1C1CC1 (configuration not stated) | -1.0
Cc1ccc(NC(=O)Nc2ccc3c(c2)C(=O)N(C)[C@H]2CC[C@@H](CC(=O)O)O[C@H]2CO3)cc1 | 0.4
Cc1ccc(S(=O)(=O)N(C)C[C@@H]2Oc3c(NC(=O)c4ccncc4)cccc3C(=O)N([C@@H](C)CO)C[C@@H]2C)cc1 | 0.8
CC(C)(C)S(=O)N1Cc2cc(C(=O)NCCCN3CCOCC3)nc(-c3cccc(-c4cccc(F)c4)c3)c2[C@H]1CCO (some centres not stated) | 0.2
COc1ccc(S(=O)(=O)N[C@@H]2C=C[C@@H](CC(=O)NCCc3ccncc3)O[C@H]2CO)cc1 | 0.2
COc1ccc(NC(=O)Nc2ccc3c(c2)CC(=O)N([C@@H](C)CO)C[C@H](C)[C@@H](CN(C)C(=O)Nc2ccc(F)cc2)O3)cc1 | -3.9
C[C@@H]1CN([C@H](C)CO)C(=O)c2cc(C3=CCCC3)cnc2O[C@H]1CN(C)Cc1ccc(F)cc1 | -0.5
O=C(C1CCC1)N1CC(=O)N2[C@@H](CO)[C@@H](c3ccc(C#Cc4cccc(F)c4)cc3)[C@@H]2C1 | 1.7
N#Cc1cccc(-c2ccc([C@@H]3[C@H]4CN(C(=O)Nc5cccc(F)c5)CCCCN4[C@H]3CO)cc2)c1 | 1.0
CN(C)C(=O)c1cccc(-c2ccc([C@@H]3[C@@H](C#N)N(C(=O)C4CCCCC4)[C@H]3CO)cc2)c1 | 0.0
C[C@@H]1CN([C@@H](C)CO)C(=O)c2cc(-c3ccc(F)cc3)cnc2O[C@H]1CN(C)C(=O)Nc1ccccc1F | -0.7
COc1ccc2c3c([nH]c2c1)[C@@H](CO)N(C(=O)Cc1ccccn1)CC31CCN(Cc2ccccn2)CC1 | 0.9
COc1ccccc1-c1ccccc1[C@H]1[C@@H](C#N)N(C(=O)C2CCC2)[C@H]1CO | -1.4
C[C@@H]1CN([C@H](C)CO)C(=O)c2cc(NS(=O)(=O)c3ccc(Cl)cc3)ccc2O[C@@H]1CN(C)Cc1ccc(Cl)c(Cl)c1 | -0.6
N#C[C@H]1[C@@H](c2ccc(-c3ccccc3F)cc2)[C@@H](CO)N1C(=O)Cc1ccccc1 | 0.2
CO[C@@H]1CN(C)C(=O)c2ccc(NS(=O)(=O)c3ccc(Oc4ccccc4)cc3)cc2OC[C@H](C)NC[C@H]1C | -0.4
CCC(=O)Nc1ccc2c(c1)C(=O)N(C)[C@@H]1CC[C@@H](CC(=O)N[C@H](C)c3ccccc3)O[C@@H]1CO2 | -3.9
CC=Cc1ccc2n(c1=O)C[C@@H]1[C@@H](CO)[C@H](C(=O)NC3Cc4ccccc4C3)[C@H]2N1C(C)=O (mixture of isomers) | -0.7
CO[C@H]1CN(C)C(=O)c2ccc(NC(=O)C3CCCCC3)cc2OC[C@H](C)N(C(=O)c2ccccc2)C[C@@H]1C | 0.0
CCC(=O)N1CC[C@@H]2[C@@H](CO)N(C)c3ccc(-c4ccc(F)cc4)cc3[C@@H]21 | 7.8
C/C=C/c1ccc([C@H]2[C@H](CO)N3CCCCN(C(=O)Nc4ccc(OC)cc4)C[C@@H]23)cc1 | 0.1
CO[C@H]1CN(C)C(=O)c2cc(NS(=O)(=O)c3cccc(Cl)c3)ccc2OC[C@@H](C)NC[C@H]1C | 0.2
COC(=O)[C@]12C[C@H](CC(=O)NCc3ccc(OC)c(OC)c3)C(=O)N(Cc3ccc4c(c3)OCO4)C1=C[C@H](COCc1ccccc1)O[C@@H]2C | 1.1
O=C(C[C@@H]1C[C@H]2c3cc(NC(=O)Nc4ccccc4F)ccc3O[C@H]2[C@@H](CO)O1)NCc1ccccn1 | 0.4

Compounds from the list above that have a cyano group (6):
SMILES | TcdB GH inh
COCC(=O)N1[C@H](CO)[C@@H](c2ccc(-c3cccnc3)cc2)[C@@H]1C#N | -0.1
CO[C@@H]1CC[C@H]2CCOc3c(C#N)cccc3C(=O)N(C)C[C@H](c3ccccc3)CC(=O)N(C)C[C@H]1O2 | -0.2
N#Cc1cccc(-c2ccc([C@@H]3[C@H]4CN(C(=O)Nc5cccc(F)c5)CCCCN4[C@H]3CO)cc2)c1 | 1.0
CN(C)C(=O)c1cccc(-c2ccc([C@@H]3[C@@H](C#N)N(C(=O)C4CCCCC4)[C@H]3CO)cc2)c1 | 0.0
COc1ccccc1-c1ccccc1[C@H]1[C@@H](C#N)N(C(=O)C2CCC2)[C@H]1CO | -1.4
N#C[C@H]1[C@@H](c2ccc(-c3ccccc3F)cc2)[C@@H](CO)N1C(=O)Cc1ccccc1 | 0.2

Next results follow.
SMILES | TcdB GH inh
C[C@H](CO)N1C[C@H](C)[C@H](CN(C)Cc2ccc(C(F)(F)F)cc2)Oc2ccc(NC(=O)Cc3ccccc3)cc2CC1=O | 1.8
C[C@@H]1CN([C@H](C)CO)C(=O)c2c(c3ccccc3n2C)-c2ccccc2CO[C@@H]1CN(C)S(=O)(=O)CC(F)(F)F | 0.9
COc1ccc2c3c(n(C)c2c1)[C@@H](CO)N(C)CC31CCN(C(=O)NC(C)C)CC1 | -2.5
COC(=O)C1=C(C)N(Cc2ccccc2C(F)(F)F)C(=NCc2cc(OC)c(OC)c(OC)c2)NC1CCc1ccccc1 (configuration not stated) | -0.6
C[C@@H]1CN([C@H](C)CO)S(=O)(=O)c2ccc(-c3cccc(C#N)c3)cc2O[C@@H]1CN(C)C(=O)c1ccncc1 | -1.4
CN1CCN(C(=O)[C@@H]2[C@@H](CO)[C@@H]3Cn4c(ccc(-c5cncnc5)c4=O)[C@@H]3N2CC2CCCC2)CC1 | 0.2
Cc1noc(C)c1NC(=O)N(C)C[C@H]1Oc2c(NC(=O)c3ccncc3)cccc2C(=O)N([C@H](C)CO)C[C@H]1C | 0.7
C[C@H](CO)N1C[C@H](C)[C@H](CN(C)Cc2ccc(C(=O)Nc3ccccc3N)cc2)Oc2c(NS(C)(=O)=O)cccc2C1=O | 0.0
COc1ccc(S(=O)(=O)N(C)C[C@H]2Oc3ccc(NC(=O)Nc4ccc5c(c4)OCO5)cc3CC(=O)N([C@H](C)CO)C[C@@H]2C)cc1 | -1.4
CC(=O)n1cc([C@@H]2C=C(C(=O)N3CCCCCCC3)O[C@H](OCCCCO)C2)c2ccccc21 | 0.5
C[C@@H]1CCCCO[C@@H](CN(C)C)[C@H](C)CN([C@@H](C)CO)C(=O)c2cc(NC(=O)CCC(F)(F)F)ccc2O1 | 1.3
C[C@H](CO)N1C[C@H](C)[C@H](CN(C)C(=O)Nc2ccc(C(C)(C)C)cc2)OCc2cn(nn2)CCCC1=O | -0.3
Cc1noc(C)c1S(=O)(=O)Nc1ccc2c(c1)CC(=O)N([C@@H](C)CO)C[C@@H](C)[C@H](CN(C)CC1CC1)O2 | 1.1
COc1ccc(S(=O)(=O)Nc2ccc3c(c2)C(=O)N([C@@H](C)CO)C[C@@H](C)[C@H](CN(C)Cc2ccc(C(=O)O)cc2)O3)cc1 | -4.8
O=C(Nc1ccccc1)N1CCCCN2[C@@H](CO)[C@H](c3ccc(C#Cc4ccccc4)cc3)[C@@H]2C1 | 0.6
C[C@H](CO)N1C[C@H](C)[C@H](CN(C)Cc2ccc(C(=O)O)cc2)OCCCC[C@H](C)Oc2ccc(NC(=O)Nc3ccc(C(F)(F)F)cc3)cc2C1=O | 1.2
Cc1ccc(-c2ccc3c(c2)O[C@@H](CN(C)Cc2ccccn2)[C@@H](C)CN([C@H](C)CO)S3(=O)=O)cc1 | 1.3
Cn1cnc(CCNC(=O)C[C@@H]2CC[C@H]3[C@@H](COC[C@H](O)CN3C(=O)C3CCCC3)O2)c1 | 1.2
C[C@@H]1CN([C@@H](C)CO)C(=O)c2cccc(NC(=O)Nc3ccc(F)cc3)c2O[C@@H]1CN(C)Cc1ccc(C(=O)O)cc1 | 0.2
C[C@@H]1CCCCO[C@H](CN(C)S(=O)(=O)c2ccc(F)cc2)[C@@H](C)CN([C@H](C)CO)C(=O)c2cc(NS(=O)(=O)c3ccc(Cl)cc3)ccc2O1 | 1.3

Screening results (PubChem BioAssay)

These rows are one share of the data (hit frequency here may not be typical).
